RXFP1 antagonist – blocks the human relaxin receptor RXFP1. activity change, negative = inhibition, % at 57.5 µM. HEK293-RXFP1, relaxin-stimulated cAMP HTRF, 30 min; active compounds read low. hit rate 0.59% among 350,000. Q9HBX9;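 active means activity change of -60% or lower, but not beyond a set lower limit; inconclusive means change between -60% and -40%, or beyond the set limit; inactive means change above -40%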; further: on the % scale 0 is the no-effect control and ±100 the full control effect
APE1 inh – blocks human APE1 abasic DNA cleavage. hit rate 0.35% among 350,000. recombinant APE1, TAMRA/BHQ-2 abasic DNA cleavage fluorescence. Potency, µM (highest dose often 65.8 µM), for the others: at the highest dose activity change, negative = inhibition, actives largely listed as inhibitors. AID 2517. P27695;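 further: potency means the concentration at half of the fitted maximal effect; plate controls were vehicle for no effect and reference inhibitor for full effect; nearly all actives have a fitted effect of over 55% in size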
Target sequence (P27695 whole entry, looked up): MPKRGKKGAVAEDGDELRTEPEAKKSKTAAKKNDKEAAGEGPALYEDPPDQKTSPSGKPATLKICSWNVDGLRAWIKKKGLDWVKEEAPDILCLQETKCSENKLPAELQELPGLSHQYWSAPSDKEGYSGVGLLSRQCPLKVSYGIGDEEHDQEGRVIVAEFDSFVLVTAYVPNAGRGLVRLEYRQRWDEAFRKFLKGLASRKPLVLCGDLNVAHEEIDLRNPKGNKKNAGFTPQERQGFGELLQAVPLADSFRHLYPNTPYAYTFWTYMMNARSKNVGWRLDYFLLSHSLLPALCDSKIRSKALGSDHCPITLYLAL
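0.75 nM APE1 + cpd, 15 min RT; start w/ 50 nM TAMRA/BHQ-2 THF-abasic dsDNA; kinetic fluor 525/598 nm ×3 reads @60 s; Δ(read3−read1); normalized to DMSO and NSC13755 control wells.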
PGK inhibitor – T. brucei PGK inhibition; PGK/GAPDH coupled, Kinase-Glo luminescence, 60 min; hit rate 0.043% among 380,000; Potency, µM (highest dose often 57.5 µM), without a hit: at the highest dose activity change, negative = inhibition, actives largely listed as inhibitors; P07378; further: potency means the concentration at half of the fitted maximal effect; on the % scale 0 is the no-effect control and ±100 the full control effect; nearly all actives have a fitted effect of over 60% in size
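Luminescent ATP detection (Kinase-Glo Plus) follows a 60-minute room-temperature incubation, with wells lacking PGK as controls. Buffer: 100 mM TEA (pH 7.6), 5 mM MgCl2, 0.01% Tween-20. Coupling enzyme GAPDH (100 nM final) supplies unstable 1,3-BPG in-well.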
BLM helicase inh – blocks DNA unwinding by human BLM helicase; Potency, µM (doses to about 56.1 µM), without a hit: top-dose activity change, negative = inhibition, actives largely listed as inhibitors; AID 2528; P54132; hit rate 0.2% among 350,000; recombinant BLM DNA unwinding, fluorescence dequenching;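 further: potency means the concentration at half of the fitted maximal effect; plate controls were vehicle for no effect and no enzyme for full effect; nearly all actives have a fitted effect of over 35% in size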
Anesthetic bind – binds horse apoferritin like a general anesthetic; P02791; apoferritin/1-aminoanthracene competitive binding, fluorescence; Potency, µM (series often up to 77.5 µM), without a hit: at the top dose activity change, negative = displacement, most hits filed as inhibitors; hit rate 0.074% among 350,000; AID 485281; further: potency means the concentration at half of the fitted maximal effect; on the % scale 0 is the no-effect control and ±100 the full control effect; nearly all actives have a fitted effect of over 20% in size
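Concentration-response curves derived by four-parameter Hill fitting of normalized fluorescence, where compounds displaced 1-AMA from 10 uM horse apoferritin following a brief 10 min room-temperature incubation; propofol titration acted as positive control.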
POLB inh – DNA polymerase beta (human) inhibition; P06746; Pol beta primer extension/strand displacement, fluorescence kinetic; Potency, µM (doses to about 114 µM), without a hit: top-dose activity change, negative = inhibition, hits mostly inhibitors; hit rate 1.3% among 340,000; AID 485314; further: potency means the concentration at half of the fitted maximal effect; on the % scale 0 is the no-effect control and ±100 the full control effect
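10 nM enzyme + cpd, 15 min RT; start with substrate 50 nM final; read 0 min and after 10 min RT. Corrected, normalized data; 4-parameter Hill curve fit.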
POLI inh – DNA polymerase iota (human) inhibition; Pol iota fluorescent replication assay, 10 min; AID 588590; hit rate 1% among 390,000; Potency, µM (highest dose often 115 µM), for the others: at the top dose activity, negative = inhibition, most hits filed as inhibitors; further: potency means the concentration at half of the fitted maximal effect
Target sequence (Q9UNA4 whole entry, looked up): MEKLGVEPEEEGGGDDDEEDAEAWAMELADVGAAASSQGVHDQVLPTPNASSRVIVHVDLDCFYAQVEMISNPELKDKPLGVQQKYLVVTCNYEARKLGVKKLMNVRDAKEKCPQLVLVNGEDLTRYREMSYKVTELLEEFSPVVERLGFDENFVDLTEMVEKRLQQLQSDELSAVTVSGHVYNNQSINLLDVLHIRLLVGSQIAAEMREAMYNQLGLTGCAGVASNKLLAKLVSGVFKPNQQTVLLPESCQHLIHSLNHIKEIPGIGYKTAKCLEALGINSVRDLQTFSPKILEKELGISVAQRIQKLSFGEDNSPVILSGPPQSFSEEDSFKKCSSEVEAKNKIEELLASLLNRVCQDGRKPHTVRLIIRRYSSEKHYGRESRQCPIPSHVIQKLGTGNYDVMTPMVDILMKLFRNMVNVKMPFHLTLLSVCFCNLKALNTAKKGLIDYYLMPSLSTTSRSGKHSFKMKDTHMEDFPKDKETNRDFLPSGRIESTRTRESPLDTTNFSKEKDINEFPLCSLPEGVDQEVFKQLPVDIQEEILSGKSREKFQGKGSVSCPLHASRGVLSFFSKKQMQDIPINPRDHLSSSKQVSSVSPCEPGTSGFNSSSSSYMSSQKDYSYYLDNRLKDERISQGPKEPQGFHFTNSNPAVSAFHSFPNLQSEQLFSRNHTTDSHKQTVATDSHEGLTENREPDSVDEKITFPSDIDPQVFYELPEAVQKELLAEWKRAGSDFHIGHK
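Pol iota at 10 nM preincubated 15 min with compounds at room temperature; reaction started with fluorescent substrate, 50 nM final. Fluorescence read kinetically at 0 and 10 min; buffer-only wells as negative control.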
Pol eta inh – inhibitors of human DNA polymerase eta. recombinant Pol eta, fluorescent DNA replication assay. hit rate 1.2% among 390,000. Potency, µM (series often up to 114 µM), without a hit: at the highest dose activity change, negative = inhibition, actives largely listed as inhibitors. Q9Y253; further: potency means the concentration at half of the fitted maximal effect; on the % scale 0 is the no-effect control and ±100 the full control effect
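Pol eta at 10 nM preincubated with compounds 15 min at room temperature; reaction started with fluorescent substrate (50 nM final) and read kinetically at 0 and 10 min.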
POLK inh – blocks human DNA polymerase kappa activity; Q9UBT6; purified Pol kappa, fluorescent DNA synthesis assay, 10 min; Potency, µM (titrated, usually from 107 µM), inactives show at the top dose activity, negative = inhibition, actives largely listed as inhibitors; hit rate 0.53% among 400,000; AID 588579; further: potency means the concentration at half of the fitted maximal effect; on the % scale 0 is the no-effect control and ±100 the full control effect
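Fluorescent qHTS in 1536-well format: enzyme (10 nM) and compound sat 15 min at room temperature before 50 nM substrate (final) was added. Signal taken at 0 and 10 min; no-enzyme buffer wells were negative controls.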
The depositor's hits bear a star; i = inactive; ? = inconclusive; nt = no result given; [ ] = another dose, or the depositor's remark. Unless noted, the call rests on the fitted dose curve; in most records, active means well fitted curve in the direction sought with a large enough effect; inconclusive means small, poorly fitted or top-dose-only effect, or another doubt; inactive means no such curve, though single readings can be large; an effect the other way counts as inactive or inconclusive. The list is partial; the hit share may differ from the screen's.

Below each compound – Pol eta inh | Anesthetic bind | APE1 inh | PGK inhibitor | POLB inh | BLM helicase inh | POLI inh | RXFP1 antagonist | POLK inh
> O=C(Oc1ccc(-c2nnco2)cc1)c1ccc(F)c(S(=O)(=O)N2CCOCC2)c1
  -10% | nt | 1% | -9% | nt | nt | -2% | 9 | -4%
> Cc1ccc(S(=O)(=O)N2CCN(c3ccnc4cc(Cl)ccc34)CC2)cc1
  -27% | ? | 1% | 7% | 29% | -9% | 10% | -10 | -11%
> CCOc1ccc2c(c1)nc(NCCCO)n2Cc1ccccc1
  -17% | -4% | 2% | -2% | 11% | -1% | 5% | -5 | -1%
> O=C(CN1CCN(C(=O)c2cccc(-n3cnnn3)c2)CC1)Nc1ccccc1Cl
  -14% | nt | 39% | 1% | nt | nt | 19% | 5 | -18%
> CC(C)Cc1ccc(C(C)C(=O)Nc2cccnc2)cc1 (stereo not drawn)
  -17% | ? | 32% | 0% | -2% | -7% | ? | 3 | 0%
> Nc1ccc(-c2nc3ccc([N+](=O)[O-])cc3[nH]2)cc1
  -15% | -24% | -4% | -1% | ? | -8% | 74%[activator] | -9 | -37%
> CCOC(=O)c1c(CC(C)C)csc1NC(=O)C(C)C
  -18% | -3% | -3% | -5% | 1% | -7% | 2% | -15 | -6%
> O=C1N[C@H]2CC=C[C@H]2N(Cc2cccs2)c2ccccc21
  -2% | nt | 4% | 2% | nt | nt | 7% | nt | 2%
> COc1cccc(N2CCN(CC(=O)NCc3cccs3)CC2)c1
  -2% | -9% | -4% | 3% | 11% | -2% | 1% | 1 | -13%
> COc1ccc(OC)c(C(=O)CCCC(=O)c2cc(OC)ccc2OC)c1
  -6% | 1% | -14% | -1% | -27% | -20% | 0% | 2 | -24%
> CCc1nn(CC(=O)N2CCN(CC)CC2)c(=O)c2cccn12
  -4% | -14% | 38% | -1% | 1% | 2% | -20% | -12 | -18%
> CCN(CC)S(=O)(=O)c1ccc(Cl)c(C(=O)Nc2cccnc2)c1
  -7% | -6% | 58%[activator] | -9% | 6% | -2% | -13% | 2 | 0%
> COc1nc(NCCO)nc(Nc2ccccc2F)n1
  -19% | -4% | -2% | 4% | 27% | -1% | 62%[activator] | -23 | -5%
> O=C(CN1C(=O)c2ccccc2C1=O)N1CCCCC1
  -6% | -14% | -3% | i | 40% | -6% | -9% | -5 | 5%
> Cc1ccc(NC(=O)CSc2nnc(C)c(=O)n2N)c(C)c1
  -12% | -2% | 4% | 3% | -20% | 5% | 16% | -1 | -16%
> CN(C(=O)c1ccc(NC(=O)Cc2cccc(NC(=O)C3CCN(C(=O)C4CC4)CC3)c2)cc1)C1CCCC1
  -12% | nt | 31% | -7% | nt | nt | 24% | nt | 17%
> Cc1ccc(/C=N/N(C)C2=NS(=O)(=O)c3ccccc32)o1
  nt | -3% | -3% | nt | -1% | -2% | nt | nt | nt
> CCOC(=O)C1=CN(CC)S(=O)(=O)NC1CCc1ccccc1 (stereo not drawn)
  -11% | nt | 2% | 0% | nt | nt | -3% | nt | -15%
> Cc1ccc(S(=O)(=O)N(C)CC(=O)Nc2ccccc2N2CCCC2)cc1
  -11% | nt | 6% | -3% | nt | nt | -15% | -3 | 6%
> COCCn1c(C)cc(C(=O)CSc2nnc(C3CC3)n2C2CC2)c1C
  -17% | nt | 4% | i | nt | nt | 16% | -3 | -1%
> O=C(NCc1ccccc1)C1=C[C@@H](c2coc3ccccc3c2=O)C[C@@H](OCc2ccc(CO)cc2)O1
  -11% | -20% | -2% | -1% | -29% | -1% | -7% | nt | -27%
> Cn1c2c(c3ccccc31)CCSC2=O
  -2% | -19% | -6% | -3% | -4% | 3% | -1% | 2 | -1%
> COC(=O)c1c(C)oc2cc(Br)c(OCC(=O)C(C)(C)C)cc12
  -12% | -12% | -9% | -3% | 25% | 1% | 19% | 3 | -16%
> Cc1c(/C=N/Nc2ccc(F)cc2)c(O)n(C)c(=O)c1C#N
  1% | -12% | -3% | nt | -10% | -5% | ? | -1 | -26%
> CC(C)(C)c1ccc2c(c1)OC(C(=O)N/N=C\c1ccncc1)CO2 (stereo not drawn)
  -17% | 3% | -1% | -9% | 0% | -7% | ? | -16 | -3%
> CC1CCCC(C)N1C(=O)COC(=O)c1cc(F)c(F)cc1Cl (stereo not drawn)
  -18% | nt | 34% | -3% | nt | nt | 28% | -1 | 6%
> O=C1/C(=N\O)Cc2ccccc21
  -5% | -19% | 12% | -10% | 26% | -1% | 50%[activator] | -10 | -14%
> CCOc1ccc(CCNC(=O)Cc2nn[nH]n2)cc1OCC
  -13% | -11% | 3% | 1% | -1% | -1% | 1% | 8 | -12%
> COc1ccc(-c2cc(C(=O)OCC(=O)c3ccc(C)c([N+](=O)[O-])c3)c3ccccc3n2)cc1
  -4% | -2% | 9% | -2% | 8% | -6% | 7% | -6 | -7%
> N#Cc1c(-c2ccccc2)[nH]c(=O)[nH]c1=O
  3% | -3% | 2% | 2% | 0% | 0% | 25% | -17 | -15%
> C[C@H](NC(c1cccc2nc(O)c(O)nc12)P(=O)(O)O)c1ccc(Br)cc1 (stereo partly drawn)
  nt | 5% | -7% | nt | nt | 1% | nt | nt | 14%[60.1 µM]
> O=c1oc(/C=C/c2ccc([N+](=O)[O-])s2)nc2ccccc12
  -3% | -10% | -4% | -8% | 3% | -3% | ? | 6 | -26%
> NC(=O)CC(NC(=O)Cc1ccc(Br)cc1)c1ccc(NCCc2cccc(F)c2)c([N+](=O)[O-])c1 (stereo not drawn)
  -13% | 4% | 2% | -4% | 4% | -4% | 24% | nt | 9%
> COc1ccc(C(Sc2ccccc2)c2ccccc2)cc1OC (stereo not drawn)
  -17% | nt | -20% | -1% | nt | nt | 17% | nt | 9%
> Cc1ccc(-n2nc3c(c2NC(=O)c2ccccc2)CS(=O)(=O)C3)cc1C
  -16% | -23% | 8% | -4% | 1% | -1% | -16% | -2 | -16%
> CC(=O)Nc1ccc(NC(=O)c2cc(=O)c3cc(C)c(C)cc3o2)cc1
  -10% | 1% | 16% | nt | 0% | -2% | ? | 8 | -7%
> N#Cc1c(-c2ccco2)nc(SCC(=O)Nc2cccc(Cl)c2)[nH]c1=O
  ? | -20% | -9% | -8% | 56µM* | -4% | ? | -21 | -16%
> CC1CCN(S(=O)(=O)N2CCC(C(=O)N3CCC(N(C)CC4CCCO4)CC3)CC2)CC1 (stereo not drawn)
  -22% | -4% | 13% | -8% | 13% | -1% | 23% | 7 | -2%
> COc1ccc(CNc2ccc(C)c(C)c2)cc1
  -11% | ? | -4% | 24% | -26% | 2% | 100%[activator] | -5 | -5%
> O=S(=O)(/N=C(/c1ccc(Cl)cc1)N1CCOCC1)c1ccc(Cl)cc1
  -19% | -7% | 1% | -5% | 44% | -1% | -3% | -4 | -9%
> Cc1cccc(C)c1NC(=O)C(C)N1CCCC1 (stereo not drawn)
  -4% | -6% | 40% | -4% | 4% | -2% | 11% | -1 | 10%
> N#Cc1cc(-c2ccccc2)nn1-c1ccccc1
  -12% | -1% | -1% | 3% | -3% | -2% | ? | -9 | -11%
> COc1ccccc1CN1CCN(Cc2cc(OC)c(OC)cc2OC)CC1
  -7% | -2% | 29% | -6% | 28% | 0% | -11% | 0 | -4%
> NC1=NC(=O)CC(C(=O)Nc2cccc3ccccc23)S1 (stereo not drawn)
  -20% | -6% | -4% | -6% | 39% | 0% | 0% | -1 | 5%
> COc1cccc2c1-c1c(O)cccc1C2=O
  -3% | -8% | 3% | -5% | -27% | -7% | ? | 8 | -19%
> CCOC(=O)C1=C(N)OC(C)=C(C#N)C1c1ccco1 (stereo not drawn)
  -9% | -6% | -1% | 4% | 11% | -2% | 14% | nt | 0%
> Cc1cc(OC(C)C(N)=O)nc(-c2ccccc2)n1 (stereo not drawn)
  -11% | 0% | -1% | i | 2% | -1% | 22% | -13 | 0%
> CCOC(=O)N=Nc1c2ccccc2c2nc3no[nH]c3nc12
  -18% | -15% | ? | -5% | -24% | -10% | 64%[activator] | 15 | -4%
> CN(C(=O)CSc1nnnn1C)C1(C#N)CCCCC1
  -21% | nt | 14% | 8% | nt | nt | 16% | 8 | -15%
> Cc1ccc(Cl)c(NC(=O)COC(=O)C2CCC2)c1Cl
  -19% | nt | -10% | 5% | nt | nt | 4% | 24 | 10%

(next part)
Below each compound – Pol eta inh | Anesthetic bind | APE1 inh | PGK inhibitor | POLB inh | BLM helicase inh | POLI inh | RXFP1 antagonist | POLK inh
> CCOC(=O)C1(Cc2ccccc2C)CCCN(Cc2cc(OC)c(O)c(OC)c2)C1 (stereo not drawn)
  -25% | -23% | 7% | i | -4% | 0% | 122%[activator] | -7 | -13%
> COC(=O)COc1ccc(S(=O)(=O)Nc2cc(OC)ccc2OC)cc1
  nt | -8% | -8% | nt | 4% | 1% | nt | nt | nt
> CCOC(=O)/C(=N\Nc1cccc(Cl)c1)Sc1nnc(-c2ccc(OC)cc2)n1C
  -13% | -5% | -2% | -4% | 39% | -11% | -1% | -14 | -20%
> O=C(O)Cn1ccnc1
  3% | 1% | 6% | -4% | 6% | 1% | 44%[activator] | 2 | -7%
> CC(=O)Nc1ccc2nc(NC(=O)C(Cl)(Cl)Cl)sc2c1
  -21% | -2% | -3% | -6% | 20% | -3% | 84%[activator] | -5 | -17%
> Cc1oc(-c2ccc(Cl)cc2)nc1CSCC(=O)NCc1ccccc1Cl
  -6% | -12% | nt | i | ? | -10% | -12% | -19 | -5%[60.1 µM]
> COc1ccc(C2(C(=O)NCCc3ccccc3)CCCC2)cc1
  -20% | -20% | 13% | -4% | 25% | -1% | 20% | 7 | 5%
> Cc1cc(C)c2cc(C#N)c(SCC(=O)Nc3cc(C)on3)nc2c1
  -19% | 1% | 47%[activator] | i | 18% | -3% | 102%[activator] | -16 | 5%
> COc1ccc(F)cc1S(=O)(=O)N1CCN(c2ccccn2)CC1
  0% | -5% | 7% | -5% | 0% | -7% | 36%[activator] | -1 | -2%
> CCn1c(SCC(N)=O)nnc1-c1ccc(OC)c(OC)c1
  11% | -8% | 5% | i | 2% | 0% | 13% | 12 | -1%
> CCC(CC)C(=O)Nc1cccc(C(=O)NCCc2ccc(S(N)(=O)=O)cc2)c1
  -16% | -9% | 2% | 3% | 7% | -1% | 29% | -7 | 0%
